T_cruzi_HTS: inhibitors of intracellular Trypanosoma cruzi, primary screen, cell-based, plate reader, single point, set 2. intracellular Trypanosoma cruzi in host cells. activity score (inhibition), % at 5.01 µM. 22,000 tested, 4.9% active. AID 651903, 2012; in the data active = activity score above about 55%; inconclusive = no clear call, values can overlap the other calls;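 note: parasites and compound incubated about four days before reading; 0% = median of neutral control wells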
INS-1E_ATP_HTS: protection of INS-1E cells from cytokine death, primary screen, ATP luminescence, single point; 20,000 tested, 0.1% active; INS-1E cytokine-induced death, 48 h; normalised: neutral wells 0, positive control 100; protection from cytokine-induced ATP loss, % at 10 µM; AID 488910, 2010;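 active = mean replicate protection from cytokine-induced ATP loss at least 50% and at least 75% of replicates each reaching 50%; inconclusive = meets only one of the two criteria, mean or replicate share; inactive = fails both the mean and replicate share criteria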
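Material: INS-1E rat cells; Quantity: 8000 cells/well; Buffer or medium: phenol-red-free RPMI with 5% fetal bovine serum; Probe or stimulus: cytokine cocktail of IFN-γ, TNF-α and IL-1β; Compound dosing: single test concentration per compound, delivered by pin transfer; Incubation: 48 h co-treatment, 10 min post-lysis read; Signal: CellTiter-Glo luminescence.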
Active calls of the source: *; ? = inconclusive; · = not tested or not shown.

A first look (4 entries):
SMILES T_cruzi_HTS INS-1E_ATP_HTS
COc1ccc(NC(=O)Nc2ccc3c(c2)C(=O)N([C@H](C)CO)C[C@@H](C)[C@H](CN(C)C(=O)Nc2c(C)noc2C)O3)cc1 -15 -2
COc1ccc(NC(=O)N(C)C[C@H]2Oc3c(NC(=O)c4ccncc4)cccc3C(=O)N([C@@H](C)CO)C[C@H]2C)cc1 -22 7
C[C@@H]1CN([C@@H](C)CO)C(=O)c2cccc(NC(=O)NC3CCCCC3)c2O[C@H]1CN(C)Cc1ccc2c(c1)OCO2 ? -3
C[C@H]1CN([C@@H](C)CO)C(=O)c2cccc(NC(=O)CCCCCC(=O)Nc3ccccc3N)c2O[C@H]1CN(C)S(C)(=O)=O -46 -1

All compounds of this part, from the first entry:
SMILES T_cruzi_HTS INS-1E_ATP_HTS
COc1ccc(NC(=O)Nc2ccc3c(c2)C(=O)N([C@H](C)CO)C[C@@H](C)[C@H](CN(C)C(=O)Nc2c(C)noc2C)O3)cc1 -15 -2
COc1ccc(NC(=O)N(C)C[C@H]2Oc3c(NC(=O)c4ccncc4)cccc3C(=O)N([C@@H](C)CO)C[C@H]2C)cc1 -22 7
C[C@@H]1CN([C@@H](C)CO)C(=O)c2cccc(NC(=O)NC3CCCCC3)c2O[C@H]1CN(C)Cc1ccc2c(c1)OCO2 ? -3
C[C@H]1CN([C@@H](C)CO)C(=O)c2cccc(NC(=O)CCCCCC(=O)Nc3ccccc3N)c2O[C@H]1CN(C)S(C)(=O)=O -46 -1
C[C@H]1CN([C@@H](C)CO)C(=O)Cc2cc(NC(=O)CCN3CCOCC3)ccc2O[C@H]1CN(C)S(=O)(=O)c1cn(C)cn1 -26 8
C[C@H](CO)N1C[C@H](C)[C@H](CN(C)C(=O)Nc2ccc(C(F)(F)F)cc2)Oc2ccc(NS(=O)(=O)c3ccc(F)cc3)cc2C1=O 25 -13
Cc1noc(C)c1NC(=O)Nc1cccc2c1O[C@@H](CN(C)Cc1ccncc1)[C@H](C)CN([C@H](C)CO)C2=O -11 5
C[C@H](CO)N1C[C@H](C)[C@H](CN(C)Cc2ccc(C(F)(F)F)cc2)Oc2ccc(NC(=O)C3CC3)cc2C1=O 14 -5
Cc1cc(C(=O)Nc2cccc3c2O[C@@H](CN(C)CC2CC2)[C@@H](C)CN([C@H](C)CO)C3=O)n(C)n1 -16 -7
C[C@H]1CN([C@@H](C)CO)C(=O)c2cc(NC(=O)Cc3ccccc3)ccc2O[C@H]1CN(C)C(=O)Nc1ccc(C(F)(F)F)cc1 2 1
C[C@H]1CN([C@@H](C)CO)C(=O)Cc2cc(NC(=O)CCN3CCOCC3)ccc2O[C@H]1CN(C)Cc1ccc(Cl)c(Cl)c1 -8 -2
C[C@H]1CN([C@@H](C)CO)C(=O)Cc2cc(N(C)C)ccc2O[C@H]1CN(C)C(=O)Nc1ccc(C(F)(F)F)cc1 -5 7
COc1ccc(NC(=O)N(C)C[C@@H]2Oc3ccc(NS(=O)(=O)c4ccccc4)cc3CC(=O)N([C@@H](C)CO)C[C@@H]2C)cc1 -7 3
COc1ccc(S(=O)(=O)N(C)C[C@H]2Oc3ccc(NS(=O)(=O)c4c(C)noc4C)cc3CC(=O)N([C@H](C)CO)C[C@H]2C)cc1 -18 13
C[C@H](CO)N1C[C@H](C)[C@H](CN(C)CC2CCCCC2)Oc2ccc(NC(=O)Cn3cnnn3)cc2C1=O -15 ·
C[C@@H]1CN([C@H](C)CO)C(=O)CCCn2nncc2CO[C@H]1CN(C)S(=O)(=O)c1ccc(Oc2ccccc2)nc1 7 ·
Cc1cc(C(=O)Nc2cccc3c2O[C@H](CN(C)S(=O)(=O)c2cccs2)[C@@H](C)CN([C@@H](C)CO)C3=O)n(C)n1 -11 12
C[C@@H]1CN([C@@H](C)CO)C(=O)c2cc(NC(=O)c3ccncc3)ccc2O[C@H]1CN(C)Cc1ccc(Cl)c(Cl)c1 10 -7
C[C@@H]1CN([C@@H](C)CO)C(=O)Cc2cc(NC(=O)Nc3ccc(F)cc3)ccc2O[C@@H]1CN(C)S(=O)(=O)c1cccs1 -33 10
C[C@H](CO)N1C[C@H](C)[C@H](CN(C)S(=O)(=O)c2ccc(C#N)cc2)Oc2ncc(-c3cccc(C(F)(F)F)c3)cc2C1=O 10 ·
C[C@@H]1CN([C@@H](C)CO)C(=O)Cc2cc(NC(=O)C3CCCCC3)ccc2O[C@@H]1CN(C)S(=O)(=O)c1ccc(F)cc1 13 -1
C[C@@H]1CCCCO[C@@H](CN(C)C)[C@@H](C)CN([C@H](C)CO)C(=O)c2cc(NC(=O)C3CCCCC3)ccc2O1 -1 -2
Cc1ccc(S(=O)(=O)N(C)C[C@@H]2Oc3c(NC(=O)Nc4ccc(C(F)(F)F)cc4)cccc3C(=O)N([C@H](C)CO)C[C@@H]2C)cc1 85* -69
COc1ccc(NC(=O)N(C)C[C@H]2Oc3ccc(NC(=O)Nc4c(C)noc4C)cc3CC(=O)N([C@@H](C)CO)C[C@H]2C)cc1 -11 12
C[C@H](CO)N1C[C@H](C)[C@@H](CN(C)Cc2ccc(-c3ccccc3)cc2)Oc2ccc(NS(=O)(=O)c3ccccc3)cc2C1=O 41* ·
C[C@@H]1CN([C@H](C)CO)C(=O)c2cccc(NC(=O)CCCCCC(=O)Nc3ccccc3N)c2O[C@@H]1CN(C)CC1CC1 -19 -9
C[C@@H]1CN([C@@H](C)CO)C(=O)c2cc(NC(=O)c3ccncc3)ccc2O[C@@H]1CN(C)Cc1ccncc1 -8 -4
C=CCC/C=N/NC(=O)CCCCCC(=O)O -15 -1
CNC[C@H]1Oc2c(NC(=O)NC3CCCCC3)cccc2C(=O)N([C@@H](C)CO)C[C@H]1C 25 2
C[C@H](CO)N1C[C@H](C)[C@H](CN(C)S(=O)(=O)c2ccccc2)Oc2ccc(NS(=O)(=O)c3ccc(F)cc3)cc2CC1=O 1 3

Next part, starting with the last 2 of the part before.
SMILES T_cruzi_HTS INS-1E_ATP_HTS
CNC[C@H]1Oc2c(NC(=O)NC3CCCCC3)cccc2C(=O)N([C@@H](C)CO)C[C@H]1C 25 2
C[C@H](CO)N1C[C@H](C)[C@H](CN(C)S(=O)(=O)c2ccccc2)Oc2ccc(NS(=O)(=O)c3ccc(F)cc3)cc2CC1=O 1 3
Cc1ccc(S(=O)(=O)N(C)C[C@H]2Oc3c(NC(=O)NC(C)C)cccc3C(=O)N([C@H](C)CO)C[C@H]2C)cc1 -1 5
Cc1noc(C)c1NC(=O)Nc1ccc2c(c1)C(=O)N([C@@H](C)CO)C[C@@H](C)[C@@H](CN(C)C(=O)NC(C)C)O2 -33 -1
C[C@@H]1CN([C@H](C)CO)C(=O)Cc2cc(NS(=O)(=O)c3ccccc3)ccc2O[C@H]1CN(C)C(=O)Nc1ccc(F)cc1 -9 6
C[C@@H]1CN([C@H](C)CO)C(=O)c2cccc(NC(=O)Nc3ccccc3)c2O[C@@H]1CN(C)Cc1ccc2c(c1)OCO2 -26 -9
C[C@H](CO)N1C[C@H](C)[C@@H](CN(C)Cc2ccncc2)OCc2cn(nn2)CCCC1=O -8 ·
COc1ccc(NC(=O)N(C)C[C@H]2Oc3ccc(NC(=O)Cn4cnnn4)cc3C(=O)N([C@H](C)CO)C[C@@H]2C)cc1 -32 8
C[C@@H]1CN([C@@H](C)CO)C(=O)c2cccc(NC(=O)c3ccncc3)c2O[C@@H]1CN(C)C(=O)Nc1ccc2c(c1)OCO2 32 6
Cc1noc(C)c1NC(=O)N(C)C[C@H]1OCCCC[C@@H](C)Oc2ccc(NC(=O)C3CCCCC3)cc2C(=O)N([C@H](C)CO)C[C@@H]1C 3 -7
Cc1ccc(S(=O)(=O)N(C)C[C@H]2Oc3c(NC(=O)NC(C)C)cccc3C(=O)N([C@@H](C)CO)C[C@H]2C)cc1 -12 5
C[C@@H]1CN([C@@H](C)CO)C(=O)Cc2cc(NC(=O)Nc3ccccc3)ccc2O[C@@H]1CN(C)C(=O)NC1CCCCC1 -8 2
C[C@H]1CN([C@@H](C)CO)C(=O)c2cccc(NC(=O)CCCCCC(=O)Nc3ccccc3N)c2O[C@H]1CN(C)C -22 1
C[C@H](CO)N1C[C@H](C)[C@H](CN(C)Cc2ccc3c(c2)OCO3)Oc2c(NS(=O)(=O)c3cn(C)cn3)cccc2C1=O 7 8
O=C(CCCCCCC(=O)N/N=C\c1ccc(O)c2ccccc12)NO 14 151*
Cc1noc(C)c1NC(=O)N(C)C[C@@H]1Oc2c(cccc2N(C)C)C(=O)N([C@@H](C)CO)C[C@@H]1C -20 9
C[C@H]1CN([C@@H](C)CO)C(=O)c2cc(NC(=O)Nc3ccc4c(c3)OCO4)ccc2O[C@H]1CN(C)C 8 ·
COc1ccc(NC(=O)N(C)C[C@H]2Oc3ccc(NS(=O)(=O)c4ccccc4)cc3CC(=O)N([C@H](C)CO)C[C@H]2C)cc1 -1 6
C[C@@H]1CN([C@H](C)CO)C(=O)Cc2cc(NC(=O)Cn3cnnn3)ccc2O[C@@H]1CN(C)S(=O)(=O)c1cn(C)cn1 -14 -7
C[C@@H]1CN([C@@H](C)CO)C(=O)CCCn2cc(nn2)CO[C@H]1CN(C)S(=O)(=O)c1ccc(Oc2ccccc2)nc1 0 ·
CC(C)OC(=O)N(C)C[C@H]1OCc2cnnn2CCCC(=O)N([C@H](C)CO)C[C@@H]1C -6 ·
C[C@@H]1CN([C@H](C)CO)C(=O)Cc2cc(NC(=O)Nc3cccc4ccccc34)ccc2O[C@H]1CN(C)S(=O)(=O)c1ccc(F)cc1 -1 -2
COc1ccc(CN(C)C[C@@H]2Oc3c(NC(=O)c4ccc(-c5nccs5)cc4)cccc3C(=O)N([C@H](C)CO)C[C@H]2C)cc1 38 -8
C[C@@H]1CN([C@@H](C)CO)C(=O)c2cc(NC(=O)Nc3ccc4c(c3)OCO4)ccc2O[C@H]1CN(C)Cc1ccc(C(=O)Nc2ccccc2N)cc1 55 -19
Cc1ccc(S(=O)(=O)N(C)C[C@H]2OCCCC[C@@H](C)Oc3ccc(NS(=O)(=O)c4ccccc4)cc3C(=O)N([C@H](C)CO)C[C@@H]2C)cc1 23 -16
COc1ccc(NC(=O)Nc2cccc3c2O[C@@H](CN(C)S(C)(=O)=O)[C@@H](C)CN([C@H](C)CO)C3=O)cc1 -4 10
C[C@H](CO)N1C[C@H](C)[C@H](CN(C)Cc2ccc(Oc3ccccc3)cc2)Oc2c(NC(=O)c3ccc(-c4nccs4)cc3)cccc2C1=O 86* -70
CC(C)NC(=O)N(C)C[C@H]1Oc2c(NS(=O)(=O)c3cccs3)cccc2C(=O)N([C@@H](C)CO)C[C@H]1C 3 8
C[C@H]1CN([C@@H](C)CO)C(=O)c2cccc(NC(=O)Nc3ccc(C(F)(F)F)cc3)c2O[C@H]1CN(C)C -15 -9
O=C(NO)c1cccc(C(=O)N/N=C/c2ccc(O)c3ccccc23)c1 -18 8
CC(C)NC(=O)N(C)C[C@@H]1Oc2ccc(NC(=O)CCC(F)(F)F)cc2CC(=O)N([C@@H](C)CO)C[C@@H]1C -14 7
COC(=O)CCCCCCC(=O)N/N=C/c1cn(Cc2ccccc2)c2ccccc12 5 0
COc1ccc(S(=O)(=O)N(C)C[C@@H]2Oc3ccc(NC(=O)Nc4ccc5c(c4)OCO5)cc3C(=O)N([C@H](C)CO)C[C@H]2C)cc1 9 -9
C[C@@H]1CN([C@H](C)CO)C(=O)Cc2cc(NS(=O)(=O)c3cccs3)ccc2O[C@H]1CN(C)Cc1ccc2c(c1)OCO2 18 -4
C[C@@H]1CN([C@@H](C)CO)C(=O)c2cccc(NC(=O)c3nc4ccccc4s3)c2O[C@H]1CN(C)Cc1ccc(Cl)c(Cl)c1 34 -20
CC(C)NC(=O)Nc1ccc2c(c1)CC(=O)N([C@H](C)CO)C[C@@H](C)[C@@H](CN(C)Cc1ccc(C(F)(F)F)cc1)O2 3 8
C[C@H](CO)N1C[C@H](C)[C@H](CN(C)Cc2ccc(F)cc2)Oc2ncc(-c3ccccc3)cc2C1=O 17 ·
C[C@@H]1CN([C@H](C)CO)C(=O)c2cc(NS(C)(=O)=O)ccc2O[C@@H]1CN(C)S(=O)(=O)c1ccc(Cl)cc1 8 3
CC(C)NC(=O)N(C)C[C@@H]1Oc2ccc(NS(=O)(=O)c3cn(C)cn3)cc2CC(=O)N([C@@H](C)CO)C[C@@H]1C -14 8
C[C@@H]1CN([C@@H](C)CO)C(=O)c2cccc(NC(=O)c3ccncc3)c2O[C@@H]1CN(C)Cc1ccc(C(=O)O)cc1 -14 5
C[C@@H]1CN([C@@H](C)CO)C(=O)c2cc(NS(C)(=O)=O)ccc2O[C@@H]1CN(C)S(=O)(=O)c1ccccc1 -2 6
CC(C)NC(=O)N(C)C[C@@H]1Oc2ccc(NC(=O)Cc3cn(C)c4ccccc34)cc2C(=O)N([C@H](C)CO)C[C@@H]1C -8 2
C[C@H]1CN([C@@H](C)CO)C(=O)c2cccc(NC(=O)Nc3ccc4c(c3)OCO4)c2O[C@@H]1CN(C)Cc1ccc(C(=O)Nc2ccccc2N)cc1 68* 10
O=C(O)CCCCCCC(=O)N/N=C/c1cc(Br)ccc1O -11 11
Cc1noc(C)c1NC(=O)Nc1ccc2c(c1)C(=O)N([C@H](C)CO)C[C@H](C)[C@H](CN(C)C(=O)Nc1ccc3c(c1)OCO3)O2 -4 4
Cc1noc(C)c1NC(=O)Nc1cccc2c1O[C@@H](CN(C)Cc1ccc(Cl)c(Cl)c1)[C@H](C)CN([C@H](C)CO)C2=O 24 -2
CNC[C@H]1Oc2ccc(NC(=O)C3CCCCC3)cc2CC(=O)N([C@@H](C)CO)C[C@H]1C 25 2
CNC[C@@H]1Oc2c(NC(=O)C3CCOCC3)cccc2C(=O)N([C@H](C)CO)C[C@@H]1C -3 14

Screens as filed in PubChem BioAssay.

An excerpt; the hit share may differ from the screen's.
